Screening data (PubChem BioAssay)
Coupling enz: inhibits coupling enzyme system, counter-screen for aldolase hits | coupling enzyme system counterscreen, AmpLite Red fluorescence | activity change, negative = inhibition, % at 58.2 µM, hits read low | hit rate 0.67% among 290,000; in the data active means activity change below about -30%; further: on the % scale 0 is the no-effect control and ±100 the full control effect
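Compounds tested against the coupling enzymes alone at 57.5 uM final; readout was AmpLite Red fluorescence (525/598 nm) after 20 min at RT.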
GALK inhibitor: galactokinase (human) inhibition | AID 1868 | hit rate 0.007% among 270,000 | Potency, µM (highest dose often 57.5 µM), for the others: top-dose activity change, negative = inhibition, usual class: inhibitors | Purified GALK, Kinase-Glo residual ATP luminescence; further: potency means the concentration at half of the fitted maximal effect; on the % scale 0 is the no-effect control and ±100 the full control effect
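Quantitative HTS: GALK 5 nM, ATP 35 uM, galactose 100 uM, 1 h room temperature, then luciferase-based ATP detection.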
Menin-MLL TR inh: displaces Texas Red mutant MLL peptide from human menin; O00255; Menin + Texas Red MLL mutant peptide, fluorescence polarization; Potency, µM (top dose mostly 61.6 µM), inactives show top-dose FP activity change, negative = inhibition, most hits filed as inhibitors; hit rate 0.23% among 270,000; AID 1768; active means well fitted inhibition curve with a large enough effect in the polarisation, with a control signal flat, not every such curve was filed as active; inconclusive means small, poorly fitted or top-dose-only effect, or effect the other way, or a change in a side signal; inactive means no such curve, though single readings can be large or run the other way; the % refers to the polarisation; further: potency means the concentration at half of the fitted maximal effect; % of control where 0% means no effect; many of its hits are not listed in these tables
Target sequence (O00255 whole entry, looked up): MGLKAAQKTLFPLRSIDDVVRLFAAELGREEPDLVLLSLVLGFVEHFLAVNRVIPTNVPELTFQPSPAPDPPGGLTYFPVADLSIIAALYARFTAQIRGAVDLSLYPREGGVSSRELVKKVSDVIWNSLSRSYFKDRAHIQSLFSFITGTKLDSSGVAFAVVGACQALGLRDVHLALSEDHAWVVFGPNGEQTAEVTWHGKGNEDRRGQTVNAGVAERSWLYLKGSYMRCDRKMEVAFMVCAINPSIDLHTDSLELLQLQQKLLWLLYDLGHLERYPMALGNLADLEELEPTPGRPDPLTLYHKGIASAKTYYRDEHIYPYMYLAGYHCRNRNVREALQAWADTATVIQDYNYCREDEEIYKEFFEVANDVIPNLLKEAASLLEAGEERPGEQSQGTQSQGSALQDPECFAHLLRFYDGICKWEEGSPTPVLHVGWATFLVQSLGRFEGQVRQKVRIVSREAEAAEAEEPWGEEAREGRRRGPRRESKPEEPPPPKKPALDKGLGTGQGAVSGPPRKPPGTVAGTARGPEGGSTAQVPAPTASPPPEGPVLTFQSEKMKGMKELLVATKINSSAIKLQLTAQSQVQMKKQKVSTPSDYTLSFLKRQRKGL
BCR signal inh: inhibitors of chronic active B-cell receptor signaling | ABC-DLBCL IkBa-CBG/CBR reporter, luminescence ratio, 4 h | Potency, µM (series often up to 46.1 µM), without a hit: at the highest dose ratio change, negative = lower green/red ratio, actives largely listed as inhibitors | hit rate 0.05% among 340,000; active means well fitted inhibition curve with a large enough effect in the signal ratio, with a control signal flat, not every such curve was filed as active; inconclusive means small, poorly fitted or top-dose-only effect, or effect the other way, or a change in a side signal; the % refers to the signal ratio;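 further: potency means the concentration at half of the fitted maximal effect; plate controls were basal doxycycline-induced cells for no effect and cells given 10 µM MG132 for full effect; MG132 reads +100%, hits lower the ratio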
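TMD8 ABC-DLBCL cells carrying doxycycline-inducible green luciferase fused to IkappaBalpha plus unfused red luciferase were exposed to compounds (up to 46 uM) for 4 hrs at 37C. Activity came from the overlap-corrected green/red luminescence ratio.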
TSG101-PTAP inh: blocks PTAP/TSG101 interaction to inhibit HIV-1 budding; Q99816; Fluorescence polarization, FITC-PTAP peptide / Tsg101 binding; Potency, µM (series often up to 115 µM), for inactives: at the highest dose activity change, negative = inhibition, actives largely listed as inhibitors; 340,000 tested, under 10 active; AID 493005; active means well fitted inhibition curve with a large enough effect in the main read-out, with a control signal flat, not every such curve was filed as active; inconclusive means small, poorly fitted or top-dose-only effect, or effect the other way, or a change in a side signal; inactive means no such curve, though single readings can be large or run the other way; further: potency means the concentration at half of the fitted maximal effect; % of control where 0% means no effect
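Fluorescence anisotropy tracks displacement of a FITC-tagged PTAP peptide (50 nM) from the Tsg101 binding domain (10 uM), following a 20 min room-temperature incubation at pH 7.5.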
Tb PFK block: T. brucei PFK enzyme inhibition | O15648 | T. brucei PFK, ADP-Glo luminescence | Potency, µM (doses to about 57.5 µM), without a hit: at the top dose activity, negative = inhibition, usual class: inhibitors | hit rate 0.17% among 330,000 | AID 485367;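 further: potency means the concentration at half of the fitted maximal effect; 0% = uninhibited 1x PFK enzyme wells and -100% = no-enzyme wells; nearly all actives have a fitted effect of over 60% in size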
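1.25 nM PFK with 0.5 mM F6P and 0.1 mM ATP in 0.1 M TEA pH 8.0, 5 mM MgCl2, incubated 45 min at room temperature; ADP measured by ADP-Glo luminescence; compounds titrated up to 57 uM.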
PKM2 act: PKM2 (human) enzyme activation. hit rate 0.34% among 260,000. purified PKM2, Kinase-Glo ATP luminescence, activation; response scale: 0% is enzyme alone, no compound. AID 1631. P14618. Potency, µM (top dose mostly 57.5 µM), without a hit: at the highest dose activation, actives largely listed as activators; further: potency means the concentration at half of the fitted maximal effect; on the % scale 0 is the no-effect control and ±100 the full control effect; nearly all actives have a fitted effect of over 55% in size
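Purified hPK-M2 (>95% pure) converted ADP (0.1 mM final) to ATP with 0.5 mM PEP in 50 mM imidazole pH7.2, KCl, MgCl2, Tween 20, BSA; 1 h at room temperature. ATP detected by Kinase-Glo luminescence.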
B2AR arrestin: recruits beta-arrestin to the human beta2-adrenergic receptor | AID 492947 | Potency, µM (highest dose often 46.1 µM), inactives show at the top dose activation, actives largely listed as activators | beta-arrestin recruitment to beta2AR, cell-based reporter | hit rate 0.02% among 330,000 | P07550;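 further: potency means the concentration at half of the fitted maximal effect; 0% = DMSO controls and full agonism = EC100 isoproterenol or metaproterenol; nearly all actives have a fitted effect of over 65% in size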
Target sequence (P07550 whole entry, looked up): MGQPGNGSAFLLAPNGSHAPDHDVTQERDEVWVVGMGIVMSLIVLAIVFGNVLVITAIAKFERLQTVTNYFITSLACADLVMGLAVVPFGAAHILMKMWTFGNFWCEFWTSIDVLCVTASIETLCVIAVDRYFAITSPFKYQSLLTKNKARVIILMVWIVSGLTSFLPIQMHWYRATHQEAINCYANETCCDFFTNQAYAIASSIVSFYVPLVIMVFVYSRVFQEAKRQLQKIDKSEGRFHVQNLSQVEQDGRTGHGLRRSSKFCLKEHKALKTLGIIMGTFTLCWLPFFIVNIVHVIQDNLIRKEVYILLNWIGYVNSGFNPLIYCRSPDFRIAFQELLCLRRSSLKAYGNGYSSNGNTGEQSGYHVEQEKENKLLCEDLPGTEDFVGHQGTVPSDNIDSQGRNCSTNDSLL
Giardia killer: kills Giardia lamblia. Giardia lamblia trophozoite viability. activity change, % at 7.66 µM, hits read low. hit rate 0.15% among 340,000; in the data active means activity change below about -80%; inconclusive means between about -30% and that limit;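 further: parasites exposed to compound for two days anaerobically before the ATP read; on the % scale 0 is the no-effect control and ±100 the full control effect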
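Luminescent ATP signal served as the viability read-out, measured 15-30 min after adding ATP detection reagent to trophozoites that had been incubated with compounds for 48 hrs at 37 deg C anaerobically at 100 cells/well.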
ASM inhibitor: human S-ASM enzyme inhibition; Potency, µM (titrated, usually from 57.5 µM), without a hit: top-dose activity change, negative = inhibition, usual class: inhibitors; P17405; AID 504937; placental ASM, HMU-PC fluorogenic substrate, 60 min; hit rate 0.006% among 340,000; further: potency means the concentration at half of the fitted maximal effect
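Fluorescence read-out (Ex 386 nm, Em 447 nm) after stopping the reaction at pH 10. Enzyme: ASM from human placenta; substrate HMU-PC0, 9 uM final; 60 min, 37 °C. Compound preincubation 10 min, ambient temperature.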
a7 integrin act: activates integrin-mediated alleviation for muscular dystrophy; hit rate 0.064% among 350,000; Potency, µM (titrated, usually from 38.3 µM), without a hit: at the top dose activation, usual class: activators; AID 624291; alpha7betagal myoblasts, beta-gal FDG fluorescence, 48 h;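 further: potency means the concentration at half of the fitted maximal effect; 100% = response of the positive control SU9516; nearly all actives have a fitted effect of over 60% in size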
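alpha7betagal+/- myoblasts (passage 13, 250/well) treated 48 h at 37C with compounds at 1:260 dilution of DMSO stock. Lysed, then beta-galactosidase activity read as FDG fluorescence (ex 480/em 540) after 30 min, with pre-read for autofluorescence.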
Numbers without * were called inactive; ? = inconclusive; · = no result given; [ ] = dose if it differs, or a comment. Unless noted, the call rests on the fitted dose curve; in most records, active means well fitted curve in the direction sought with a large enough effect; inconclusive means small, poorly fitted or top-dose-only effect, or another doubt; inactive means no such curve, though single readings can be large; an effect the other way counts as inactive or inconclusive. Only part of the results is shown. The share of hits here may be higher or lower than overall.

Fields: TSG101-PTAP inh, Menin-MLL TR inh, ASM inhibitor, Coupling enz, PKM2 act, GALK inhibitor, BCR signal inh, Giardia killer, B2AR arrestin, a7 integrin act, Tb PFK block
COc1ccc(OC)c(C2NC(=O)NC(C)=C2C(=O)OCc2ccccc2)c1 (centres undefined)
 : -4%, 3%, -4%, 0, 0%, 0%, -10%, 23, 0.6%, 9%, 1%
CCN1CCN(c2ccc(S(=O)(=O)N3CCOCC3)cc2NC(=O)/C=C/c2ccc([N+](=O)[O-])cc2)CC1
 : 0%, ·, -3%, ·, ·, ·, ?, -8, -0.9%, -56%[inhibitor], 0%
O=C(COC(=O)c1cc(=O)c2ccccc2o1)NCC1CCCCC1
 : -1%, 1%, 1%, 2, -8%, 2%, -8%, -10, -0.2%, -2%, -3%
CC1CCCC(C)N1C(=O)COC(=O)c1ccc[nH]c1=O (centres undefined)
 : -3%, 8%, 3%, 4, -7%, 3%, 0%, -4, -0.3%, 21%, -12%
CCOC(=O)/C(C#N)=C\c1cc(OC)c(OC)cc1[N+](=O)[O-]
 : -9%, 2%, 14%, 2, 0%, 5%, -9%, -1, -0.1%, 6%, -4%
Cc1cc(C)cc(OCC(=O)N2N=C(C(F)(F)F)CC2(O)C(C)(C)C)c1 (centres undefined)
 : -6%, -27%, -6%, 0, 0%, -3%, 7%, 7, -0.1%, -8%, -6%
Cn1c(=S)c2[nH]c(SCCN3CCCC3)nc2n(C)c1=O
 : 0%, 4%, -1%, -24, -3%, 7%, 11µM*, -18, 16µM*, -10%, -30%
CCCN(CCC)c1nc(NC2CCN(C(=O)OCC)CC2)nc(OC)n1
 : -4%, -14%, -1%, -3, 4%, -1%, ?, 14, -0.7%, 11%, 3%
CCOc1ccc(CC(=NCCc2ccccc2)C2=C(O)CC(C)(C)CC2=O)cc1OCC
 : -1%, ?, 0%, 2, 2%, -5%, ?, 1, 0.2%, -10%, 5%
S=C1NCN(Cc2ccccc2)CN1C1CCCCC1
 : 1%, -17%, 8%, 4, 1%, -2%, 7%, 2, -0.1%, 14%, -2%
O=C(NCCCO)/C(=C/c1ccc(-c2cccc([N+](=O)[O-])c2)o1)NC(=O)c1ccccc1
 : -3%, -5%, -7%, 3, -3%, 0%, -19%, -5, 0.0%, -51%[inhibitor], 0%
O=C(C1CCN(Cc2ccccc2O)CC1)N1CCN(Cc2ccc3c(c2)OCO3)CC1
 : -5%, ?, 1%, 2, -4%, 1%, -1%, 16, -0.1%, -31%[inhibitor], 0%
COc1ccc(C(c2sc3nc(C)nn3c2O)N2CCC3(CC2)OCCO3)cc1 (centres undefined)
 : -11%, -16%, 2%, 0, -6%, -1%, ?, 8, 0.3%, 15%, -3%
COCCn1c(SCC(=O)Nc2ccccc2F)nnc1-c1ccoc1C
 : -2%, 3%, -2%, 0, -4%, 8%, 1%, 4, -0.2%, -11%, -3%
CC(=O)c1ccc(NC(=S)Nc2ccc3cn[nH]c3c2)cc1
 : 0%, 15%, 1%, -5, ·, 12%, ?, 18, -0.3%, -27%, -1%
COc1cccc(C2CC(=O)Nc3c2c(=O)[nH]c2ncnn32)c1 (centres undefined)
 : -4%, 1%, 0%, 0, -1%, 2%, 4%, -3, 0.1%, -14%, 0%
O=C1OCCC1Sc1nnc(-c2ccco2)n1-c1ccccc1 (centres undefined)
 : -1%, -24%, 0%, 3, 0%, -1%, 13%, 1, -0.2%, 9%, -3%
CCOc1ccc(-c2nnc(-c3ccc(OC)cc3)o2)cc1
 : -4%, -10%, 0%, 0, -6%, 3%, -8%, 5, -0.5%, 9%, -1%
O=C(CCCSc1ccccc1)Nc1cccc(CO)c1
 : -5%, 26%, -1%, -2, ·, -1%, 8%, 4, -0.2%, -8%, 4%
COc1cc(/C=N/NC(=O)c2ccc(NC(=O)C3CCCCC3)cc2)ccc1O
 : 1%, -1%, -21%, 1, -1%, 2%, -5%, -7, -0.4%, 39%, -6%
O=C(Nc1ccc(Cl)c(Cl)c1)c1cccnc1
 : -8%, 13%, 5%, 1, 0%, -7%, ?, 3, 0.2%, -2%, -5%
CC(Sc1nnc(-c2cc3ccccc3o2)n1-c1ccccc1)C(=O)O (centres undefined)
 : -9%, -14%, 3%, 8, 8%, -4%, -1%, -8, -0.1%, 0%, -8%
Cc1ccc(C(=O)C(OC(=O)COc2ccccc2C)c2ccccc2)cc1 (centres undefined)
 : -3%, 7%, -3%, ·, 0%, 2%, -2%, 4, -0.3%, 3%, -1%
Cc1ccc2cc(CCNC(=O)C(=O)c3c(C)[nH]c4ccccc34)c(=O)[nH]c2c1
 : 0%, -22%, -12%, 0, 0%, 7%, -8%, -9, 0.2%, -8%, -1%
COc1ccc(C2CC(c3cccs3)=NN2C(=O)CSc2nncs2)cc1OC (centres undefined)
 : 0%, ?, -2%, 3, 1%, 8%, -11%, 6, -1.0%, -16%, 3%
O=c1ccc(S(=O)(=O)N2CCCC2)cn1Cc1ccc(F)cc1
 : -3%, ·, 3%, ·, ·, ·, -1%, 16, 0.5%, 0%, -3%
N/C(=N\OC(=O)CCc1ccccc1)c1cccnc1
 : -7%, 3%, 1%, 5, -1%, 1%, ?, -16, 0.4%, -22%, 2%
Cc1oc(C)c(C(=O)Nc2ccc(CC(=O)O)cc2)c1C(=O)Nc1ccc(CC(=O)O)cc1
 : 0%, 10%, 3%, 0, -3%, -2%, 4%, 5, 4.1%, 5%, -1%
CC1CCc2[nH]c3ccc(C(=O)N4CCCC(C(F)(F)F)C4)cc3c2C1 (centres undefined)
 : 0%, ·, -8%, ·, ·, ·, ?, -7, 0.1%, -33%, -3%
CCCn1c2ccc(F)cc2c2nnc(NN)nc21
 : -7%, -15%, -1%, -9, 0%, 1%, 4%, -1, -1.1%, -4%, 4%

Record cards, as listed above. Order of screens: TSG101-PTAP inh | Menin-MLL TR inh | ASM inhibitor | Coupling enz | PKM2 act | GALK inhibitor | BCR signal inh | Giardia killer | B2AR arrestin | a7 integrin act | Tb PFK block
CC1CCc2[nH]c3ccc(C(=O)N4CCCC(C(F)(F)F)C4)cc3c2C1 (centres undefined) reads 0% | · | -8% | · | · | · | ? | -7 | 0.1% | -33% | -3%
COc1ccc(C2CC(c3cccs3)=NN2C(=O)CSc2nncs2)cc1OC (centres undefined) reads 0% | ? | -2% | 3 | 1% | 8% | -11% | 6 | -1.0% | -16% | 3%

Returning to the listing; the 3 compounds before the break are reprinted first.
Fields: TSG101-PTAP inh, Menin-MLL TR inh, ASM inhibitor, Coupling enz, PKM2 act, GALK inhibitor, BCR signal inh, Giardia killer, B2AR arrestin, a7 integrin act, Tb PFK block
Cc1oc(C)c(C(=O)Nc2ccc(CC(=O)O)cc2)c1C(=O)Nc1ccc(CC(=O)O)cc1
 : 0%, 10%, 3%, 0, -3%, -2%, 4%, 5, 4.1%, 5%, -1%
CC1CCc2[nH]c3ccc(C(=O)N4CCCC(C(F)(F)F)C4)cc3c2C1 (centres undefined)
 : 0%, ·, -8%, ·, ·, ·, ?, -7, 0.1%, -33%, -3%
CCCn1c2ccc(F)cc2c2nnc(NN)nc21
 : -7%, -15%, -1%, -9, 0%, 1%, 4%, -1, -1.1%, -4%, 4%
O=C(Nc1nnc(-c2ccccc2)o1)c1ccc(Cl)cc1
 : -11%, 17%, -3%, 0, -4%, 3%, ·, 7, ·, -8%, ·
CC1CCc2c(sc3nc(CSc4n[nH]c(N)n4)[nH]c(=O)c23)C1 (centres undefined)
 : -2%, 4%, -8%, 4, 9%, 0%, 5%, 13, -0.1%, -14%, -1%
O=S(=O)(NN1CCOCC1)c1cc(Cl)cc(Cl)c1O
 : -5%, 10%, 9%, 0, 2%, -1%, 0%, -1, 2.8%, 14%, -2%
CC(=O)Nc1ccc(S(=O)(=O)Nc2ccc3c(c2)OCO3)cc1
 : 0%, 9%, 2%, 0, ·, 1%, -1%, 9, 0.1%, 6%, 2%
CC1=NN(C(=S)Nc2ccccc2)C(c2ccccc2)C1 (centres undefined)
 : -1%, 15%, ·, -4, -10%, 3%, ?, 8, -0.2%, 19%, -12%
CCCCn1c(SCC(=O)Nc2nc(C)cs2)nnc1-c1cccnc1
 : -8%, 0%, 5%, 3, 7%, 0%, ?, 8, 0.3%, -4%, 9%
